Mtb BioA inh – blocks M. tuberculosis BioA enzyme activity. purified M. tuberculosis BioA enzyme, plate reader. inhibition, % at 9.99 µM. 360,000 tested, 0.096% active. AID 602481; in the data active means inhibition above about 40%
* marks the source's active call; other numbers are inactive results; & = joins results of further samples.

SMILES	Mtb BioA inh
C[C@H](CO)N1C[C@H](C)[C@@H](CN(C)C(=O)Nc2ccccc2)OCCCC[C@H](C)Oc2ccc(NC(=O)C3CCCCC3)cc2C1=O	-1.8
O=S(=O)(Cc1ccccc1)N1CCCCN2[C@H](CO)[C@H](c3ccc(-c4ccncc4)cc3)[C@@H]2C1	-1.9
C[C@@H]1CN([C@H](C)CO)S(=O)(=O)c2ccc(C#Cc3ccccc3)cc2O[C@H]1CN(C)S(=O)(=O)c1cn(C)cn1	2.1
C[C@@H]1CCCCO[C@@H](CN(C)S(=O)(=O)c2ccc(Cl)cc2)[C@H](C)CN([C@H](C)CO)C(=O)c2cc(NS(=O)(=O)c3ccccc3)ccc2O1	-3.4
O=C(C1CCOCC1)N1[C@@H]2CNc3ccccc3[C@@H]2[C@@H]1CO	-0.5
O=C(c1ccncc1)N1C[C@@H]2[C@H](c3ccccc31)[C@@H](CO)N2Cc1ccc(F)cc1	-0.4
Cc1noc(C)c1S(=O)(=O)Nc1cccc2c1O[C@H](CN(C)Cc1ccc(C(=O)O)cc1)[C@@H](C)CN([C@@H](C)CO)C2=O	-1.8
CC(=O)N1[C@H](C(=O)NCC2CC2)[C@@H](CO)[C@@H]2Cn3c(ccc(-c4cccc(F)c4)c3=O)[C@@H]21	2.5
CO[C@@H]1CN(C)C(=O)c2cc(NC(=O)NC(C)C)ccc2OC[C@H](C)N(C(=O)C2CCC2)C[C@@H]1C	-1.3
C[C@@H]1CN([C@H](C)CO)C(=O)c2cc(/C=C/c3ccccc3)cnc2O[C@H]1CN(C)C(=O)C1CCC1	5.9
COc1ccc(C(=O)N2C[C@H]3[C@@H](c4ccccc42)[C@@H](CO)N3Cc2ccc3c(c2)OCO3)cc1	1.9
O=C(c1ccccc1)N1C[C@@H]2[C@H](c3ccccc31)[C@@H](CO)N2C(=O)CN1CCOCC1	-7.6

Random excerpt: seven records from the list.
SMILES	Mtb BioA inh
O=C(C1CCOCC1)N1[C@@H]2CNc3ccccc3[C@@H]2[C@@H]1CO	-0.5
C[C@H](CO)N1C[C@H](C)[C@@H](CN(C)C(=O)Nc2ccccc2)OCCCC[C@H](C)Oc2ccc(NC(=O)C3CCCCC3)cc2C1=O	-1.8
C[C@@H]1CCCCO[C@@H](CN(C)S(=O)(=O)c2ccc(Cl)cc2)[C@H](C)CN([C@H](C)CO)C(=O)c2cc(NS(=O)(=O)c3ccccc3)ccc2O1	-3.4
Cc1noc(C)c1S(=O)(=O)Nc1cccc2c1O[C@H](CN(C)Cc1ccc(C(=O)O)cc1)[C@@H](C)CN([C@@H](C)CO)C2=O	-1.8
O=C(c1ccncc1)N1C[C@@H]2[C@H](c3ccccc31)[C@@H](CO)N2Cc1ccc(F)cc1	-0.4
O=C(c1ccccc1)N1C[C@@H]2[C@H](c3ccccc31)[C@@H](CO)N2C(=O)CN1CCOCC1	-7.6
COc1ccc(C(=O)N2C[C@H]3[C@@H](c4ccccc42)[C@@H](CO)N3Cc2ccc3c(c2)OCO3)cc1	1.9

Further results
SMILES	Mtb BioA inh
COCC(=O)N(C)C[C@@H]1Oc2ncc(C#Cc3cccnc3)cc2C(=O)N([C@H](C)CO)C[C@@H]1C	1.5
C[C@@H]1CN([C@@H](C)CO)C(=O)c2cccc(NC(=O)Nc3cccc4ccccc34)c2O[C@@H]1CN(C)CC1CC1	0.8
C[C@@H]1CN([C@@H](C)CO)C(=O)c2cccc(NC(=O)c3nc4ccccc4s3)c2O[C@H]1CN(C)C(=O)Nc1ccccc1	-3.4
Cc1ccc(S(=O)(=O)N(C)C[C@@H]2Oc3ccc(NC(=O)Cc4cn(C)c5ccccc45)cc3C(=O)N([C@@H](C)CO)C[C@H]2C)cc1	1.3
C[C@H](NC(=O)[C@@H]1N[C@@H]2c3ccc(C4=CCCCC4)c(=O)n3C[C@@H]2[C@H]1CO)c1ccccc1	-1.8
CCCNC(=O)C[C@H]1CC[C@H]2[C@@H](COc3ccc(NC(=O)Nc4cccc(C)c4)cc3C(=O)N2C)O1	-2.2
C[C@@H](NC(=O)C[C@H]1C[C@H]2c3cc(NC(=O)NC4CCCC4)ccc3O[C@H]2[C@H](CO)O1)c1ccccc1	-2.0
CS(=O)(=O)Nc1ccc2c(c1)[C@H]1C[C@H](CC(=O)NCc3ccccc3F)O[C@H](CO)[C@H]1O2	1.7
COc1cccc(CNC(=O)C[C@@H]2CC[C@@H]3[C@H](COc4ccc(NC(=O)c5cccs5)cc4C(=O)N3C)O2)c1	7.5
C[C@@H]1CN([C@H](C)CO)C(=O)c2cc(NC(=O)CCN3CCOCC3)ccc2O[C@H]1CN(C)Cc1ccc(Oc2ccccc2)cc1	3.7
O=C(N[C@@H]1CC[C@@H](CCNS(=O)(=O)Cc2ccccc2)O[C@@H]1CO)c1ccccc1F	3.9
CO[C@H]1CN(C)C(=O)c2ccc(NC(=O)c3ccccc3F)cc2OC[C@H](C)N(C(=O)c2ccccc2F)C[C@@H]1C	-0.8
C[C@@H]1CN([C@H](C)CO)C(=O)c2cc(NC(=O)Nc3ccccc3)ccc2O[C@H]1CN(C)S(C)(=O)=O	0.8
Cc1ccc(S(=O)(=O)Nc2ccc3c(c2)C(=O)N([C@@H](C)CO)C[C@H](C)[C@@H](CN(C)Cc2ccc4c(c2)OCO4)O3)cc1	-0.6
COC(=O)c1ccc([C@H]2C=C(C(=O)N3CCN(Cc4ccc5c(c4)OCO5)CC3)O[C@@H](OCc3ccc(CO)cc3)C2)cc1	3.0
C[C@@H]1CN([C@H](C)CO)S(=O)(=O)c2ccc(-c3cccc(F)c3)cc2O[C@@H]1CN(C)CC1CC1	-1.1
COc1ccc(NC(=O)N(C)C[C@@H]2OCCCC[C@H](C)Oc3ccc(NC(=O)CCCN(C)C)cc3C(=O)N([C@H](C)CO)C[C@@H]2C)cc1	-0.5
C[C@H]1CCCCO[C@@H](CN(C)C(=O)NC2CCCCC2)[C@@H](C)CN([C@@H](C)CO)C(=O)c2cc(NS(=O)(=O)c3ccc(Cl)cc3)ccc2O1	-0.6
COc1ccccc1CNC(=O)C[C@H]1CC[C@H]2[C@@H](COC[C@@H](O)CN2C(=O)Nc2ccc(Cl)cc2)O1	-0.5
COc1ccc(S(=O)(=O)Nc2ccc3c(c2)C(=O)N([C@H](C)CO)C[C@@H](C)[C@H](CN(C)C)OCCCC[C@@H](C)O3)cc1	-3.4
C[C@H]1CN([C@@H](C)CO)C(=O)c2cc(NC(=O)Nc3ccc4c(c3)OCO4)ccc2O[C@@H]1CN(C)C(=O)NC1CCCCC1	-2.0
C[C@@H]1CN([C@H](C)CO)C(=O)c2cc(NC(=O)c3ccccc3)ccc2O[C@@H](C)CCCCO[C@H]1CN(C)Cc1ccccc1	0.8
Cc1noc(C)c1NC(=O)N(C)C[C@H]1OCCCC[C@@H](C)Oc2ccc(NS(=O)(=O)c3c(C)noc3C)cc2C(=O)N([C@H](C)CO)C[C@@H]1C	-1.9
C[C@@H]1CCCCO[C@@H](CN(C)S(=O)(=O)c2cn(C)cn2)[C@H](C)CN([C@@H](C)CO)C(=O)c2cc(NS(=O)(=O)c3ccccc3)ccc2O1	-0.5
CC(C)CC#Cc1ccc([C@@H]2[C@@H](CO)N3CCCCN(C(=O)c4ccc5c(c4)OCO5)C[C@H]23)cc1	0.3
COC(=O)C[C@@H]1CC[C@@H]2[C@H](COc3ccc(NC(=O)NCc4ccccc4)cc3C(=O)N2C)O1	-1.0
CNC[C@@H]1Oc2cc(C#Cc3ccc(F)cc3)ccc2S(=O)(=O)N([C@@H](C)CO)C[C@H]1C	0.4
Cc1cc(C(=O)Nc2cccc3c2O[C@@H](CN(C)CC2CC2)[C@@H](C)CN([C@H](C)CO)C3=O)n(C)n1	-3.3
C[C@@H]1CCCCO[C@H](CN(C)Cc2ccccc2)[C@H](C)CN([C@H](C)CO)C(=O)c2cc(NS(=O)(=O)c3ccc(Cl)cc3)ccc2O1	-1.0
CC(C)(O)C#Cc1ccc([C@H]2[C@@H](CO)N3CCCCN(C(=O)c4cccc(F)c4)C[C@@H]23)cc1	-5.9
COc1ccc(NC(=O)Nc2ccc3c(c2)C(=O)N([C@@H](C)CO)C[C@@H](C)[C@@H](CN(C)Cc2ccc(Cl)c(Cl)c2)OCCCC[C@@H](C)O3)cc1	-1.6
COc1ccccc1-c1ccc2c(c1)O[C@@H](CN(C)C(=O)c1cccnc1)[C@H](C)CN([C@@H](C)CO)S2(=O)=O	1.2
Cc1noc(C)c1NC(=O)Nc1ccc2c(c1)CC(=O)N([C@@H](C)CO)C[C@@H](C)[C@@H](CN(C)Cc1ccncc1)O2	1.6
CN(C)C(=O)[C@@H]1[C@@H](CO)[C@@H]2Cn3c(cccc3=O)[C@H]1N2CC1CCCCC1	-0.1
COCC(=O)Nc1ccc2c(c1)C(=O)N(C)C[C@@H](OC)[C@@H](C)CN(C(=O)c1ccccc1F)[C@H](C)CO2	-0.2
C[C@@H]1CN([C@H](C)CO)C(=O)c2cc(-c3cncnc3)cnc2O[C@H]1CN(C)Cc1cncnc1	0.1
Cc1noc(C)c1NC(=O)Nc1ccc2c(c1)CC(=O)N([C@@H](C)CO)C[C@H](C)[C@@H](CN(C)Cc1ccccc1)O2	0.7
C[C@@H]1CN([C@H](C)CO)C(=O)c2cccc(NC(=O)C3CC3)c2O[C@@H]1CN(C)CC1CC1	-2.8
C[C@H](CO)N1C[C@H](C)[C@H](CN(C)C(=O)NC2CCCCC2)Oc2ccc(NS(=O)(=O)c3ccccc3)cc2CC1=O	0.4
C[C@@H]1CCCCO[C@@H](CN(C)CC2CCCCC2)[C@H](C)CN([C@H](C)CO)C(=O)c2cc(NC(=O)CCCCCC(=O)Nc3ccccc3N)ccc2O1	-0.4
CC(C)CC#Cc1ccc2c(c1)O[C@@H](CN(C)Cc1ccc3c(c1)OCO3)[C@@H](C)CN([C@H](C)CO)S2(=O)=O	-0.4
COc1cccc(NC(=O)N(C)C[C@@H]2Oc3ncc(C4=CCCCC4)cc3C(=O)N([C@@H](C)CO)C[C@@H]2C)c1	0.1
CC(=O)N[C@@H]1CC[C@@H](CCNC(=O)C2CC2)O[C@@H]1CO	1.3
COc1ccc(CNC(=O)N(C)C[C@H]2OCc3ccccc3-c3c(n(C)c4ccccc34)C(=O)N([C@@H](C)CO)C[C@@H]2C)cc1	1.4
O=C(C[C@@H]1C[C@H]2c3cc(NC(=O)C4CCC4)ccc3O[C@H]2[C@H](CO)O1)NC1CCCC1	1.9
COc1ccc(-c2ccc([C@H]3[C@H](C#N)N(C(=O)NC4CCCC4)[C@H]3CO)cc2)cc1	-6.6
CO[C@@H]1CN(C)C(=O)c2ccc(NS(=O)(=O)c3ccc(Cl)cc3)cc2OC[C@@H](C)N(C(=O)NC(C)C)C[C@@H]1C	-2.4
O=C(O)[C@@H]1[C@@H](CO)[C@@H]2Cn3c(ccc(C4=CCCC4)c3=O)[C@H]1N2C(=O)Cc1ccccn1	-2.7
CO[C@H]1CN(C)C(=O)c2ccc(NC(=O)Cc3ccccc3)cc2OC[C@H](C)NC[C@H]1C	-1.2
Cc1ccc(S(=O)(=O)N[C@H]2CC[C@H](CC(=O)NCc3ccncn3)O[C@@H]2CO)cc1	-0.4
C[C@H](CO)N1C[C@H](C)[C@H](CN(C)Cc2ccccc2)Oc2ncc(-c3cncnc3)cc2C1=O	9.2
Cc1ccc(S(=O)(=O)N(C)C[C@@H]2OCCCC[C@@H](C)Oc3ccc(NC(=O)Nc4ccccc4)cc3C(=O)N([C@@H](C)CO)C[C@H]2C)cc1	-0.4
COc1ccc(S(=O)(=O)N(C)C[C@H]2Oc3ccc(NC(=O)C4CC4)cc3CC(=O)N([C@@H](C)CO)C[C@@H]2C)cc1	-2.1
C[C@@H]1CN([C@H](C)CO)C(=O)c2cccc(NC(=O)C3CC3)c2O[C@H]1CN(C)C(=O)Nc1ccc2c(c1)OCO2	-2.4
C[C@@H]1CN([C@H](C)CO)C(=O)c2ccccc2-c2ccccc2CO[C@@H]1CN(C)C(=O)[C@@H]1CCCN1C	0.0
COCC#Cc1ccc2c(c1)O[C@H](CN(C)CC1CCOCC1)[C@H](C)CN([C@H](C)CO)S2(=O)=O	-1.2
C[C@H]1CN([C@@H](C)CO)C(=O)c2cccc(NC(=O)Nc3cccc4ccccc34)c2O[C@H]1CN(C)C(=O)Nc1ccc2c(c1)OCO2	0.8
COc1ccc(NC(=O)N(C)C[C@@H]2Oc3ccc(NC(=O)C4CCCCC4)cc3CC(=O)N([C@@H](C)CO)C[C@@H]2C)cc1	0.5
C[C@H]1CN([C@@H](C)CO)C(=O)c2cc(NC(=O)C3CCCCC3)ccc2O[C@H]1CN(C)C(=O)Nc1ccc(F)cc1	-0.3
C[C@@H]1CN([C@H](C)CO)C(=O)Cc2cc(NS(C)(=O)=O)ccc2O[C@H]1CN(C)Cc1ccc(C(F)(F)F)cc1	2.1

Next section.
SMILES	Mtb BioA inh
O=C(NCC[C@@H]1CC[C@@H](NC(=O)C2CCCCC2)[C@H](CO)O1)Nc1ccc(Cl)cc1	1.4
C[C@H](CO)N1C[C@H](C)[C@H](CN(C)C)Oc2ncc(-c3cccc(F)c3)cc2C1=O	-2.1&-1.4
COc1ccc(S(=O)(=O)N(C)C[C@@H]2Oc3ccc(NS(=O)(=O)c4c(C)noc4C)cc3CC(=O)N([C@@H](C)CO)C[C@@H]2C)cc1	-0.8
C[C@H]1CN([C@@H](C)CO)C(=O)c2cc(C3=CCCCC3)cnc2O[C@H]1CN(C)C(=O)NC1CCCC1	-3.0
C[C@@H]1CN([C@H](C)CO)C(=O)c2cc(NS(=O)(=O)c3cccs3)ccc2O[C@@H]1CN(C)C(=O)Nc1ccc2c(c1)OCO2	-0.1
C[C@@H]1CCCCO[C@H](CN(C)Cc2ccncc2)[C@H](C)CN([C@H](C)CO)C(=O)c2cc(NC(=O)Cc3ccccc3)ccc2O1	-0.3
CCCC#Cc1cnc2c(c1)C(=O)N([C@@H](C)CO)C[C@@H](C)[C@@H](CN(C)C(=O)CN1CCOCC1)O2	0.5

Exported bar-delimited: entries from further up
compound | Mtb BioA inh
C[C@H]1CN([C@@H](C)CO)C(=O)c2cc(C3=CCCCC3)cnc2O[C@H]1CN(C)C(=O)NC1CCCC1 | -3.0
C[C@@H]1CN([C@H](C)CO)C(=O)c2cc(NS(=O)(=O)c3cccs3)ccc2O[C@@H]1CN(C)C(=O)Nc1ccc2c(c1)OCO2 | -0.1
C[C@@H]1CCCCO[C@H](CN(C)Cc2ccncc2)[C@H](C)CN([C@H](C)CO)C(=O)c2cc(NC(=O)Cc3ccccc3)ccc2O1 | -0.3
CCCC#Cc1cnc2c(c1)C(=O)N([C@@H](C)CO)C[C@@H](C)[C@@H](CN(C)C(=O)CN1CCOCC1)O2 | 0.5

Screening results from PubChem.

The list is partial (hit frequency here may not be typical).
